# Giardia kill: Giardia lamblia killing | Giardia lamblia trophozoite viability | activity change, % at 7.66 µM, hits read low | actives 0.15% (n = 340,000) | AID 540267; in the data active means activity change below about -80%; inconclusive means between about -30% and that limit;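 further: parasites exposed to compound for two days anaerobically before the ATP read; on the % scale 0 is the no-effect control and ±100 the full control effect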
#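 Anaerobic 48 hrs incubation at 37 deg C of 100 trophozoites/well with test compounds; ATPLite 1-Step luminescence, 15-30 min RT, reports cellular ATP as viability.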
# NPC1 promoter act: activators of NPC1 promoter; Potency, µM (top dose mostly 9.22 µM), for inactives: top-dose activation, hits mostly activators; actives 2.4% (n = 320,000); AID 485313; Huh7 NPC1 promoter luciferase reporter, 24 h;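 further: potency means the concentration at half of the fitted maximal effect; % of control where 0% means no effect; nearly all actives have a fitted effect of over 60% in size; reporter is driven by a mutant NPC1 promoter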
#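 In 1536-well qHTS, Huh7 cells harboring an NPC1 promoter–luciferase construct received compound for 24 h; activation was quantified by luminescence following luciferase reagent addition.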
# uPA surface inh: blocks generation of uPA at the cell surface. Potency, µM (series often up to 38.3 µM), without a hit: at the top dose activity change, negative = inhibition, actives largely listed as inhibitors. cell surface uPA generation assay, qHTS. actives 0.31% (n = 330,000); active means well fitted inhibition curve with a large enough effect; inconclusive means small, poorly fitted or top-dose-only effect; inactive means no such curve, though single readings can be large or run the other way; tested in mouse RAW 264.7 cells; further: potency means the concentration at half of the fitted maximal effect; on the % scale 0 is the no-effect control and ±100 the full control effect; nearly all actives have a fitted effect of over 55% in size
# Coupling enz: inhibits coupling enzyme system, counter-screen for aldolase hits | coupling enzyme system counterscreen, AmpLite Red fluorescence | activity change, negative = inhibition, % at 58.2 µM, hits read low | actives 0.67% (n = 290,000); in the data active means activity change below about -30%; further: on the % scale 0 is the no-effect control and ±100 the full control effect
#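 Counterscreen lacking aldolase: glyceraldehyde-3-phosphate coupling-enzyme reagent preincubated 10 min at RT with compound (at 57.5 uM final), then substrate/coupling system with AmpLite Red added; fluorescence read at 525/598 nm after 20 min RT.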
# Rab9 prom act: activates the Rab9 promoter; Huh7 Rab9 promoter-luciferase reporter, luminescence, 24 h; Potency, µM (doses to about 9.22 µM), for inactives: at the top dose activation, negative = inhibition, most hits filed as activators; actives 2.8% (n = 320,000); AID 485297; further: potency means the concentration at half of the fitted maximal effect; % of control where 0% means no effect; nearly all actives have a fitted effect of over 60% in size
#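 Rab9 promoter-driven luciferase in stably transfected Huh7 cells; 1500 cells/well rested 2 h, exposed to compound in DMSO for 24 h at 37 °C, 5% CO2. Luminescence read 10 min after adding luciferase reagent at ambient temperature.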
# Gal4-VP16 FLuc: inhibits Gal4-VP16 luciferase reporter, ROR gamma counter-screen | Drosophila S2 Gal4-VP16 UAS-luciferase, luminescence, 20 h | Potency, µM (highest dose often 53.6 µM), for inactives: at the top dose activity, negative = inhibition, usual class: inhibitors | actives 3.5% (n = 310,000);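 further: Gal4-VP16 expression switched on by copper sulfate through the metallothionein promoter; potency means the concentration at half of the fitted maximal effect; on the % scale 0 is the no-effect control and ±100 the full control effect; nearly all actives have a fitted effect of over 50% in size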
# KCNH2 3.1 inh: inhibitors of human KCNH2 3.1 potassium channel isoform; U2OS KCNH2 3.1, thallium flux FluxOr; hits give low values; activity change, % (tested at about 1.8 µM); actives 0.95% (n = 340,000);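 active means maximum activity change below -70%; inconclusive means maximum activity change from -70% to -50%; inactive means maximum activity change above -50%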;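 further: thallium influx rate constant from kinetic fluorescence after stimulation buffer; on the % scale 0 is the no-effect control and ±100 the full control effect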
#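 Steps: virus added to U2OS suspension (4 h, RT, dark); medium with 10% FBS added, cells plated, 37 C overnight; FluxOr/Red40 loading buffer 45 min RT; stimulation buffer, 2 min kinetic read; rate constant normalized.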
# Tb PFK block: T. brucei PFK enzyme inhibition; O15648; T. brucei PFK, ADP-Glo luminescence; Potency, µM (doses to about 57.5 µM), without a hit: at the top dose activity, negative = inhibition, hits mostly inhibitors; actives 0.17% (n = 330,000); AID 485367;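 further: potency means the concentration at half of the fitted maximal effect; 0% = uninhibited 1x PFK enzyme wells and -100% = no-enzyme wells; nearly all actives have a fitted effect of over 60% in size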
# Target sequence (O15648 whole entry, looked up): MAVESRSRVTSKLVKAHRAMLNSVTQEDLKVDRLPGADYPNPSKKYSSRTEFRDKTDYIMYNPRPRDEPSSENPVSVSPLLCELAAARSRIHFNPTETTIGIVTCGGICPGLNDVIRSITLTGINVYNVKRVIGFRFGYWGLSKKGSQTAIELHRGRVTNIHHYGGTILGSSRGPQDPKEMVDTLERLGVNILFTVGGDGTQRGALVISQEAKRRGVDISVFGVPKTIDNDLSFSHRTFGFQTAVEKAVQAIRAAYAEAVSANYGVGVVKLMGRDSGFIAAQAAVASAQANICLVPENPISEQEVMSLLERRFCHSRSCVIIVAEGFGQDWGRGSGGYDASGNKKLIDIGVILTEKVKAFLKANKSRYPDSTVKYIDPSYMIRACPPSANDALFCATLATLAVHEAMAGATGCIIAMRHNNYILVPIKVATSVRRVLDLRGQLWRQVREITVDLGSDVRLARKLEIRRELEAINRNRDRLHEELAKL
#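 ADP-Glo luminescence quantified ADP after 45 min at room temperature, with 1.25 nM T. brucei PFK, 0.1 mM ATP and 0.5 mM fructose-6-phosphate in pH 8.0 TEA buffer. qHTS titrations up to 57 µM; curves classified by quality.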
# RORgamma inh: ROR gamma (mouse) transcription inhibition. actives 5.4% (n = 310,000). P51450. AID 2551. Potency, µM (doses to about 53.6 µM), without a hit: at the highest dose activity change, negative = inhibition, most hits filed as inhibitors. Drosophila S2 Gal4-RORgamma UAS-luciferase reporter, 20 h; further: potency means the concentration at half of the fitted maximal effect; on the % scale 0 is the no-effect control and ±100 the full control effect; nearly all actives have a fitted effect of over 60% in size
#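 Read-out: Photinus luciferase luminescence; inhibitors lower reporter signal. Insect Schneider cells with Gal4-ROR gamma fusion under metallothionein promoter, UAS reporter; 700 uM final copper sulfate induction, 20 hr, ambient temperature.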
# ELG1 genotoxic: induces genotoxicity in HEK293T cells with luciferase-tagged ELG1; HEK293T ELG1-luciferase reporter, luminescence, 16 h; actives 1.3% (n = 330,000); Potency, µM (highest dose often 46 µM), inactives show at the top dose activity change, positive = activation, actives largely listed as activators; further: potency means the concentration at half of the fitted maximal effect; % of control where 0% means no effect; nearly all actives have a fitted effect of over 60% in size
#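 Luminescence read-out: rising ELG1-luciferase signal, reflecting elevated ELG1 protein under genetic stress, flags genotoxic compounds. Cells were treated for 16 hr at 37 °C before ONE-Glo detection.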
# FLuc modulator: firefly luciferase modulation, counter-screen for miR-21 project | actives 6.9% (n = 360,000) | Potency, µM (highest dose often 57.5 µM), for the others: at the highest dose activity change, negative = inhibition, most hits filed as inhibitors | purified FLuc, Km substrates, luminescence inhibition | P08659;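 further: potency means the concentration at half of the fitted maximal effect; plate controls were vehicle for no effect and reference inhibitor for full effect; nearly all actives have a fitted effect of over 55% in size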
# Target sequence (P08659 whole entry, looked up): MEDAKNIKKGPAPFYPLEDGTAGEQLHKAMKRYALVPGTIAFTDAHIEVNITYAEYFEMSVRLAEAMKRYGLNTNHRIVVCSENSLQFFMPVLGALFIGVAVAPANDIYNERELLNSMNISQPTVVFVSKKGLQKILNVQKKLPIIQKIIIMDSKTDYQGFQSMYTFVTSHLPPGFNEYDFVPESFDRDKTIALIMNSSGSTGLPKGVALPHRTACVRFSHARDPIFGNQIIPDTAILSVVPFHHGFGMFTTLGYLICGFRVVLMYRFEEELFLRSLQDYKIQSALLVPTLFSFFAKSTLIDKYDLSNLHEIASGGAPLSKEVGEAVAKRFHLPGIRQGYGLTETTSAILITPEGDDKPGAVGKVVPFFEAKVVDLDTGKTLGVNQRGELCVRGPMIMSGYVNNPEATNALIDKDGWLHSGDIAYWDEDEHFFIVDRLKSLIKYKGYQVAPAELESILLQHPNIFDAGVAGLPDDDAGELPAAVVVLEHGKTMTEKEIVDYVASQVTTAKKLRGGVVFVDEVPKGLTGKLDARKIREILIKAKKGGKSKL
#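 Purified P. pyralis luciferase (10nM final) with 10uM D-luciferin and 10uM ATP (Km levels) in 50mM Tris acetate pH 7.5, 10mM Mg acetate, 0.01% Tween-20, 0.05% BSA; qHTS 6-point titration, ~60 µM downward; luminescence read.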
# An asterisk follows results filed as active; ? = inconclusive; . = not tested or not shown; [ ] = another dose, or the depositor's remark. Unless noted, the call rests on the fitted dose curve; in most records, active means well fitted curve in the direction sought with a large enough effect; inconclusive means small, poorly fitted or top-dose-only effect, or another doubt; inactive means no such curve, though single readings can be large; an effect the other way counts as inactive or inconclusive.
SMILES,Giardia kill,NPC1 promoter act,uPA surface inh,Coupling enz,Rab9 prom act,Gal4-VP16 FLuc,KCNH2 3.1 inh,Tb PFK block,RORgamma inh,ELG1 genotoxic,FLuc modulator
O=C(NC(=O)c1c(F)cccc1F)O/N=C1\CCCc2occc21,0,1%,-2%,0,9%,-1%,-5,-4%,20%,0%,-1%
O=S(=O)(NCCc1cn2ccccc2n1)c1ccc(-c2ccccc2)cc1,28,-1%,-6%,3,6%,3%,-9,0%,7%,-8%,7%
COc1ccc(NC(=O)c2cccnc2Cl)c(S(=O)(=O)N2CCOCC2)c1,-10,1%,4%,0,2%,-2%,19,-2%,-1%,1%,2%
COc1ccc(C(=O)c2cnc(/N=C/N(C)C)s2)cc1,-9,13%,-3%,-1,26%,-11%,27,-5%,19%,11%,?
CCS(=O)(=O)Nc1ccc(C2=NN(C(=O)c3ccco3)C(c3cccc(F)c3)C2)cc1 (centres undefined),11,-1%,24%,1,-1%,-19%,-4,-5%,45%,-12%,-11%
Oc1ccc(C(=S)N2CCCC2)cc1,-22,-1%,9%,5,0%,-2%,-1,-12%,-4%,0%,?
CCOC(=O)N1CCC(NC(=O)C2CCN(S(=O)(=O)N3CCCC3)CC2)CC1,0,3%,5%,.,-6%,-1%,5,-2%,0%,0%,-1%
Cc1nn(C(C)C(=O)NC2C(=O)N3C(C(=O)O)=C(CSc4nnnn4C)CSC23)cc1Cl (centres undefined),15,2%,-6%,0,1%,-14%,-10,?,-8%,-5%,-7%
Cc1ccc(-n2c(CCc3nc4ccccc4[nH]3)n[nH]c2=S)cc1,5,-5%,-1%,1,1%,-2%,3,0%,-2%,0%,4%
O=C(Cc1ccc(Br)cc1)NCCCn1ccnc1,3,-1%,1%,0,-3%,-15%,-3,-7%,-30%,-2%,-1%
COC(=O)c1sc(-c2ccc(Cl)cc2)cc1NC(=O)/C=C/C(=O)O,-11,0%,-11%,27,-6%,?,-14,0%,?,2%,9.5µM*
O=C(NNc1ccccc1)C(CCO)C(=O)NNc1ccccc1,-3,7%,1%,0,-2%,-3%,3,2%,-2%,8%,-1%
CC(=O)c1ccc(OCC(O)CN2CCN(S(=O)(=O)c3c(C)cc(C)cc3C)CC2)cc1 (centres undefined),11,2%,-13%,1,-2%,-5%,-3,3%,32%,-8%,-1%
COc1cc(/C=C2\C(=N)N3N=C(C)SC3=NC2=O)cc(OC)c1OCCOc1ccccc1C,-7,8%,15%,11,-2%,-10%,-6,-1%,-30%,0%,-8%
C/C(=N\Nc1ccc2nncn2n1)c1cccs1,-7,19%,0%,0,?,-9%,-3,-5%,11%,?,?
Nc1c2nc(-c3ccccc3)[nH]c(=O)c2nc(=O)n1-c1ccccc1,-17,-2%,10%,-1,0%,?,4,0%,-42%,5%,-4%
CCC(C)NC(=O)CCCCCn1c(=O)[nH]c2cc(OC)c(OC)cc2c1=O (centres undefined),-11,6%,-1%,-1,-2%,-4%,-4,1%,-3%,0%,-1%
COc1ccc(C(=O)Nc2cccnc2)cc1S(=O)(=O)N1CCOCC1,3,0%,1%,2,3%,-16%,-7,4%,2%,2%,4%
Cc1ccc(CN2CCN(CC(=O)N/N=C/c3ccccc3F)CC2)cc1,-1,6%,17%,3,?,25%,2,6%,29%,?,1.7µM*
CC(=O)c1sc2nc(SCC(=O)NCCc3ccccc3)[nH]c(=O)c2c1C,-16,-2%,-9%,.,9%,-2%,7,1%,-32%,-1%,-6%

# Reprinted at random: seven compounds from above.
SMILES,Giardia kill,NPC1 promoter act,uPA surface inh,Coupling enz,Rab9 prom act,Gal4-VP16 FLuc,KCNH2 3.1 inh,Tb PFK block,RORgamma inh,ELG1 genotoxic,FLuc modulator
COc1ccc(NC(=O)c2cccnc2Cl)c(S(=O)(=O)N2CCOCC2)c1,-10,1%,4%,0,2%,-2%,19,-2%,-1%,1%,2%
O=C(NC(=O)c1c(F)cccc1F)O/N=C1\CCCc2occc21,0,1%,-2%,0,9%,-1%,-5,-4%,20%,0%,-1%
COc1ccc(C(=O)c2cnc(/N=C/N(C)C)s2)cc1,-9,13%,-3%,-1,26%,-11%,27,-5%,19%,11%,?
COc1cc(/C=C2\C(=N)N3N=C(C)SC3=NC2=O)cc(OC)c1OCCOc1ccccc1C,-7,8%,15%,11,-2%,-10%,-6,-1%,-30%,0%,-8%
Nc1c2nc(-c3ccccc3)[nH]c(=O)c2nc(=O)n1-c1ccccc1,-17,-2%,10%,-1,0%,?,4,0%,-42%,5%,-4%
CCS(=O)(=O)Nc1ccc(C2=NN(C(=O)c3ccco3)C(c3cccc(F)c3)C2)cc1 (centres undefined),11,-1%,24%,1,-1%,-19%,-4,-5%,45%,-12%,-11%
Oc1ccc(C(=S)N2CCCC2)cc1,-22,-1%,9%,5,0%,-2%,-1,-12%,-4%,0%,?

# More results follow.
SMILES,Giardia kill,NPC1 promoter act,uPA surface inh,Coupling enz,Rab9 prom act,Gal4-VP16 FLuc,KCNH2 3.1 inh,Tb PFK block,RORgamma inh,ELG1 genotoxic,FLuc modulator
COc1ccc2nc(SC(C)C(=O)NC3CCCC3)[nH]c2c1 (centres undefined),-25,-1%,3%,.,0%,.,-15,0%,.,0%,-2%
Cc1cc(C)c[n+](-c2nc3ccccc3nc2[N-]S(=O)(=O)c2ccc(Br)s2)c1,-9,0%,1%,-2,-3%,-10%,.,1%,31%,2%,2%
O=C(Cn1cccc(C(F)(F)F)c1=O)c1ccc(Cl)cc1,12,-1%,0%,1,-7%,-14%,2,5%,0%,0%,-3%
COc1cc(C2Nc3cccc4cccc(c34)N2)cc(OC)c1OC(C)=O,-11,-2%,16%,-19,2%,-10%,-12,-3%,-22%,5%,17µM*
CC1(C)C(=O)Nc2ccccc2N1C(=O)COc1cccnc1[N+](=O)[O-],-21,5%,2%,0,0%,-6%,3,-6%,18%,0%,-1%
O=C1CC2(CCCCC2)Oc2ccc(OCC(=O)N3CCOCC3)cc21,-12,3%,.,3,2%,20%,3,-2%,36%,-2%,-3%
COc1cc(C(=O)N2CCN(C(=O)c3cccc4ccccc34)CC2)cc(OC)c1OC,-4,-3%,-9%,1,-3%,2%,6,-4%,-13%,5%,-1%
CCCCOP(=O)(OCCCC)C(Nc1ccccc1)c1ccc2c(c1)OCO2 (centres undefined),-9,-7%,7%,0,-11%,?,-43,0%,?,-12%,4%
CC(C)(C)OC(=O)NCCCCCc1nnc(SCc2ccc(F)cc2)o1,-3,-4%,1%,-1,-2%,-17%,-1,0%,?,-10%,-18%
CCCn1c(CC)nc([N+](=O)[O-])c1S(=O)(=O)c1ccccc1,16,-21%,-19%,0,-11%,18µM*,-2,0%,7.9µM*,3%,1%
O=C(COc1ccccc1Cl)NCc1ccccc1,-6,6%,-1%,-5,?,-4%,5,-2%,3%,?,?
COCCCNC(=O)c1c(NC(=O)C2COc3ccccc3O2)sc2c1CCCC2 (centres undefined),23,0%,2%,4,14%,-25%,2,-6%,0%,14%,1%
Cc1[nH]c(SCC(=O)Nc2cc(S(C)(=O)=O)ccc2Cl)nc1Cc1ccccc1,38[activator],5%,-9%,.,-11%,.,-12,0%,.,-7%,.
CCC(c1nnc(SCC(=O)N2CC(=O)Nc3ccccc32)n1Cc1ccccc1)N(C)C (centres undefined),-1,0%,0%,0,2%,-1%,-11,1%,-2%[10 µM],4%,1%
Nn1c(C2COc3ccccc3O2)n[nH]c1=S (centres undefined),4,0%,10%,-2,15%,20%,5,-17%,-35%,0%,?
CN(C(=O)COc1ccccc1)C1CCS(=O)(=O)C1 (centres undefined),2,-5%,?,3,-4%,4%,25,1%,6%,-3%,-1%
Cc1cc(NC(=O)c2ccc(Cl)c([N+](=O)[O-])c2)no1,-2,8%,-6%,3,-1%,2%,3,-10%,-17%,1%,1%
CC(Oc1ccccc1)C(=O)NNC(=O)c1cccs1 (centres undefined),-8,0%,0%,-3,-4%,2%,20,-21%,9%,-1%,?
CCN(CC)C(=S)Nc1ccc2nc3n(c(=O)c2c1)CCCCC3,2,0%,-7%,3,17%,-3%,1,0%,21%,-1%,7%
Cc1cc(C(=O)CSc2nnc(CCC(N)=O)n2C)c(C)n1C1CC1,2,-1%,-1%,.,0%,.,-4,-1%,.,1%,-12%
COCCn1c(=S)[nH]c2cc(C(=O)N(CCO)Cc3ccccc3)ccc2c1=O,-18,1%,2%,2,0%,?,15,0%,11µM*,-3%,2%
